PME-1 primary = PME-1 (human) inhibition | hit rate 0.53% among 320,000 | Q9Y570 | inhibition, % at 5.9 µM | recombinant PME-1, FP-Rh probe fluorescence polarization;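 active = inhibition above the campaign mean of all compounds plus 3 SD, cut at about 26% in these data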;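 also: competitive labeling of PME-1 active site by serine hydrolase directed probe; 0% = PME-1 with DMSO and 100% = wells lacking PME-1 enzyme; inhibitors block probe labeling so polarization falls and inhibition rises; many of its hits are not listed in these tables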
PAFAH1B3 inh = blocks human PAF acetylhydrolase 1B catalytic subunit 3; inhibition, % at 3.39 µM; recombinant PAFAH1B3, FP-rhodamine probe, fluorescence polarization; hit rate 0.28% among 340,000;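 active = inhibition above the screen-wide average of all tested compounds plus 3 SD, cut at about 25% in these data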;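 also: 0% = enzyme with DMSO only and 100% = wells lacking PAFAH1B3 protein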
PREPL inhibitor = inhibits the human prolyl oligopeptidase-like enzyme; Q4J6C6; hit rate 0.68% among 320,000; recombinant PREPL, fluorescence polarization activity-based probe; AID 2751; inhibition, % at 5.96 µM; in the data active = inhibition above about 43%;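 also: 0% = enzyme with DMSO and 100% = wells lacking enzyme; many of its hits are not listed in these tables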
PAD4 FP inh = inhibitors of human PAD4; Q9UM07; recombinant PAD4, RCA probe fluorescence polarization; inhibition, % at 6.36 µM; hit rate 0.41% among 330,000;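 active = percent inhibition above a cutoff equal to the mean of all tested compounds plus 3 SD, cut at about 15% in these data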;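 also: 0% = PAD4 with RCA probe and DMSO and 100% = probe without PAD4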
Target sequence (Q9UM07 whole entry, looked up): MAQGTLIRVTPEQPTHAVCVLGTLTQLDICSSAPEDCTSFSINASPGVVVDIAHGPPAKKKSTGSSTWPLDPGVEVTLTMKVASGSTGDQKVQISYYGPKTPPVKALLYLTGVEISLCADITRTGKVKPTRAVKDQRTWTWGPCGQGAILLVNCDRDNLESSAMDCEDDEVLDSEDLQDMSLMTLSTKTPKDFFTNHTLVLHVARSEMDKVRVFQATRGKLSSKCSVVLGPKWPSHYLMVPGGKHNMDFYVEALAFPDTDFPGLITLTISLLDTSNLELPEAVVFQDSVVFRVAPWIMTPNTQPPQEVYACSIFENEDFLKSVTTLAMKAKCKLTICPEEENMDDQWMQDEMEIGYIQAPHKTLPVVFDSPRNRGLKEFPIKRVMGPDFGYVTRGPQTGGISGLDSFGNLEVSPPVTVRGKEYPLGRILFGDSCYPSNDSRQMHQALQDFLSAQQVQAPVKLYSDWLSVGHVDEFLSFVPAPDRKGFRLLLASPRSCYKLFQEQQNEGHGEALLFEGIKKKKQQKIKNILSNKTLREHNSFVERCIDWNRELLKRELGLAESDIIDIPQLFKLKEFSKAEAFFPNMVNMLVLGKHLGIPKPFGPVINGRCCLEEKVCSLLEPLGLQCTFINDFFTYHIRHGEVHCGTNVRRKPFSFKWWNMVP
LYPLA1 inh = blocks human lysophospholipase 1, a PME1 counter-screen; O75608; hit rate 0.16% among 320,000; inhibition, % at 5.9 µM; recombinant LYPLA1, FP-Rh probe fluorescence polarization;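 active = inhibition above the mean of all tested compounds plus 3 SD, set per campaign, cut at about 14% in these data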;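 also: inhibitors block serine hydrolase probe labeling of LYPLA1 so polarization falls; 0% = enzyme with DMSO and 100% = wells lacking LYPLA1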
LYPLA2 inh = LYPLA2 (human) inhibition in PME1 counter-screen; hit rate 0.38% among 320,000; recombinant LYPLA2, FP-Rh probe fluorescence polarization; O95372; inhibition, % at 5.9 µM;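 active = inhibition above the screen-wide mean plus 3 SD, limit set per campaign, cut at about 26% in these data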;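 also: 0% = LYPLA2 with DMSO and 100% = wells lacking LYPLA2 enzyme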
Target sequence (O95372 whole entry, looked up): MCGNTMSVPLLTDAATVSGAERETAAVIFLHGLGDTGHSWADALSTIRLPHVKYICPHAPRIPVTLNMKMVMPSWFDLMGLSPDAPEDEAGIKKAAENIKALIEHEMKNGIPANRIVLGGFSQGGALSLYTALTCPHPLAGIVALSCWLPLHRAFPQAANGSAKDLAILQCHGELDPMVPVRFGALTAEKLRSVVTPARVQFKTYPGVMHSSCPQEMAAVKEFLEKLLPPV
pPAFAH inh = inhibitors of human plasma PAF acetylhydrolase (pPAFAH); inhibition, % at 3.39 µM; recombinant pPAFAH, FP-rhodamine probe fluorescence polarization; Q13093; AID 463082; hit rate 1.5% among 330,000;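 active = inhibition above the mean inhibition across the screen plus 3 SD, cut at about 25% in these data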;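 also: inhibitors block binding of the rhodamine activity-based probe so polarization drops; 0% = enzyme with DMSO and 100% = wells lacking pPAFAH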
GSTO1 counter = counter-screen for RBBP9 inhibitors: inhibitors of human GSTO1; hit rate 1.1% among 300,000; P78417; recombinant GSTO1, activity-based probe fluorescence polarization; AID 1974; inhibition, % at 5.96 µM;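 active = inhibition above the campaign mean inhibition plus 3 SD, cut at about 35% in these data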;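 also: 0% = GSTO1-1 with DMSO and 100% = wells lacking GSTO1-1 enzyme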
PAFAH1B2 inh = PAFAH1B2 (human) inhibition. inhibition, % at 3.39 µM. recombinant PAFAH1B2, FP-rhodamine activity probe, fluorescence polarization. hit rate 1.2% among 340,000;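 active = inhibition above the mean of all tested compounds plus 3 SD, cut at about 24% in these data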;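 also: 0% = enzyme with DMSO and 100% = wells lacking PAFAH1B2; many of its hits are not listed in these tables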
Numbers without * were called inactive; · = no result given.

Results follow in this order: PAFAH1B2 inh	PAD4 FP inh	LYPLA1 inh	PREPL inhibitor	pPAFAH inh	LYPLA2 inh	GSTO1 counter	PAFAH1B3 inh	PME-1 primary
CCCn1c(N)c(N(CCOC)C(=O)CSCC(=O)Nc2ccc(OC)cc2)c(=O)[nH]c1=O
→ -3.9	-2.5	2.9	5.8	2.4	2.4	-0.8	-3.4	-2.1
O=C(CSc1ccccc1C(=O)O)c1ccc(Cl)cc1
→ 11.7	5.1	3.0	1.1	0.0	0.0	5.3	3.0	-2.4
O=C(CN(c1ccc(F)cc1)S(=O)(=O)c1ccc2c(c1)OCCO2)N1CCOCC1
→ 4.8	-0.9	-1.2	9.1	0.7	2.9	-2.7	-2.9	2.6
Cc1cccc(OCC(=O)OC2CCN(C)CC2)c1
→ 2.3	-4.1	-3.7	-2.9	4.7	-0.2	3.9	-2.8	-2.3
Cc1nc(C)c(C(=O)N/N=C/c2ccco2)s1
→ 2.4	-1.8	-3.2	-3.9	2.6	5.7	0.1	1.4	0.7
CCNc1nc(NCC)n2c(SCC(=O)Nc3ccccc3OC(F)F)nnc2n1
→ 11.0	-2.1	·	-4.1	-0.5	·	·	3.2	·
COc1ccc(NC(NC(=O)c2cccnc2)C(Cl)(Cl)Cl)cc1 (centres undefined)
→ ·	-4.6	-3.7	-2.9	0.1	-2.7	9.5	·	-7.5
COc1ccc(OC)c(CN2CCC(CO)(CCOc3ccccc3)CC2)c1
→ 2.0	1.0	2.8	-6.9	8.6	8.4	4.3	6.2	1.7
CCn1c(Cc2ccc(OC)cc2)nc2ccccc21
→ 12.8	2.1	1.5	0.4	5.4	1.4	-0.3	2.8	5.1
C/C(=N\NC(=O)c1c(C)nc2ccccn12)c1ccc(C(C)(C)C)cc1
→ 1.6	-2.6	2.8	16.1	-2.6	3.5	-2.4	-6.3	5.7
Cc1ccc(NC(=O)CN2C(=O)CSc3ccc(S(=O)(=O)N4CCCCC4)cc32)cc1
→ -2.6	4.0	-2.8	0.1	10.7	0.7	-1.9	-5.6	2.2
COc1ccc(NC(=O)CCC(=O)NCCO)cc1
→ 1.6	-1.6	0.4	-3.2	-4.0	4.7	-6.7	9.9	0.4
CCOc1ccc(S(=O)(=O)NCCC(=O)NCCc2ccc(OCC)c(OCC)c2)cc1
→ -0.5	-2.5	-0.3	20.6	4.0	5.2	1.2	1.2	2.7
CCCCON1C(=O)c2cccc3cccc(c23)C1=O
→ 2.8	-0.5	0.4	-11.1	2.2	-3.4	1.7	12.1	-0.2
Brc1ccc(-c2nnc3n2CCCCC3)cc1
→ 7.1	-7.6	1.7	2.0	3.7	7.2	1.6	-3.2	-1.4
CCOC(=O)c1c(C)[nH]c2cc(Br)c(OC)cc12
→ -1.0	-8.4	-0.5	14.9	-6.3	-1.4	-3.4	5.0	0.3
CN(C)c1nc2n(c(=O)n1)C(C#N)CS2 (centres undefined)
→ -7.6	0.2	-0.6	2.5	1.0	-5.6	0.8	-3.5	-3.1
COc1ccccc1C1=NOC(Cn2c(NCC3CCCO3)nc3c2c(=O)n(C)c(=O)n3C)C1 (centres undefined)
→ 3.1	-0.4	0.5	3.6	-1.9	-4.4	-3.1	8.6	-4.7
CCn1ccc(C(=O)N2CCN(c3ncccn3)CC2)n1
→ -0.2	1.6	-1.5	8.0	1.4	-7.6	4.3	2.2	3.2
CCN(CC)c1ccc(NC(=O)CCCCCN2C(=O)c3ccccc3C2=O)cc1
→ 9.1	-3.0	1.0	4.4	14.5	16.4	1.5	3.5	-4.0
COc1ccc(NC(=O)CS(=O)(=O)Cc2ccccc2)c([N+](=O)[O-])c1
→ 0.0	-2.0	-0.9	9.5	6.7	-1.2	-1.4	2.9	7.5
CC(=O)Nc1ccc(S(=O)(=O)NCCC(=O)Nc2ccc(C)cn2)cc1
→ -1.7	-6.0	-0.6	11.7	-1.1	1.1	-1.2	6.4	0.5
Cc1ccc2nc(SCc3nc4cc(Cl)ccc4c(=O)[nH]3)[nH]c2c1
→ -6.0	-0.5	-6.0	-0.4	13.2	2.5	-4.2	-15.6	-3.6
COc1ccccc1CNC(=O)CSc1nc(-c2ccccc2)cn1N
→ 12.6	0.5	1.2	1.6	5.2	0.5	17.9	-6.8	-6.6
O=C(O)C1=C[C@@H](c2ccccc2)C[C@@H](OCCCCO)O1
→ 6.1	-2.8	0.3	-5.0	3.9	-4.3	-2.6	2.9	0.8
N=c1c2c3c(sc2ncn1Nc1ccccc1)CCC3
→ ·	-0.2	-0.4	8.9	5.5	-2.0	29.8	·	0.1
Cc1noc(C)c1C(=O)OCC(=O)c1cc(C)n(Cc2ccccc2Cl)c1C
→ 4.8	0.8	0.9	-4.2	0.9	2.1	-6.6	6.0	2.4
Cc1cc(C)c(S(=O)(=O)NCCOc2ccccc2)c(C)c1-n1cnnn1
→ -1.8	-8.8	-1.6	7.7	4.5	-1.9	13.7	-3.1	0.3
Cc1cnc2c(C(=O)O)cnn2c1
→ 6.9	1.4	6.8	14.2	2.4	0.3	-5.2	-1.5	-1.0
O=C1CCNc2cc3ccccc3cc21
→ 3.3	-13.7	2.6	20.6	30.9*	6.4	25.8	8.6	12.7
CCN(CC)CCCN(Cc1cc2cc3c(cc2[nH]c1=O)OCO3)C(=S)Nc1ccc(OC)cc1
→ 5.5	-1.9	-0.7	5.9	0.3	-1.7	-3.9	2.2	-3.7
Cc1ccc(NC(=S)NN2CCN(C)CC2)c(C)c1
→ 1.4	1.2	-3.5	-0.4	-0.7	-2.2	5.3	-5.2	-0.6
CC1=CC(C)(C)C(C(=O)O)C(C(=O)O)C1 (centres undefined)
→ -3.5	-0.7	-2.5	-4.3	-0.4	-1.5	4.3	10.6	4.8
CCCCC(=O)Nc1cccc(-c2nc3ncccc3o2)c1C
→ 5.1	-1.6	-0.4	15.6	-6.8	-0.8	-0.9	5.3	-3.2
CCC(C)N(C(=O)c1csnn1)C(C(=O)NC1CCCC1)c1ccc(F)cc1 (centres undefined)
→ -0.6	2.8	-0.4	8.6	-0.5	7.3	1.4	0.3	1.1
Cc1nc([N+](=O)[O-])cn1CC(O)c1ccc(-c2ccccc2)cc1 (centres undefined)
→ ·	0.5	-2.5	3.4	-1.9	5.5	-0.1	·	-1.2
Cc1ccc(Cl)c(NC(=O)COC(=O)c2ccccc2C(=O)c2ccc(Cl)c([N+](=O)[O-])c2)c1Cl
→ 5.3	0.5	-0.1	2.4	0.2	-1.3	49.2*	5.5	1.8
CCCc1cc(C(=O)Nc2sc3c(c2C#N)CCC3)no1
→ 7.9	0.7	-5.8	-2.2	7.8	0.3	-2.2	1.0	2.1
O=C(C1=C[C@@H](c2ccc(C(F)(F)F)cc2)C[C@@H](OCc2ccc(CO)cc2)O1)N1CCN(Cc2ccc3c(c2)OCO3)CC1
→ 5.2	8.3	-1.9	64.3*	5.1	0.5	2.2	7.6	-7.1
Cc1cc(C)c(C(=O)CSC2=NC(N)=C(C#N)C3(CCCCC3)C2C(N)=O)cc1C (centres undefined)
→ 9.3	-7.8	1.4	26.3	19.6	1.7	8.3	-1.8	9.9
CCCCOc1cccc(OCCCC)c1C(=O)Nc1cc(C)on1
→ 3.5	-0.3	-2.7	13.2	1.6	1.9	-2.1	-3.3	4.1
CN(C)NC(=S)NC(=O)C12CC3CC(CC(C3)C1)C2
→ 4.0	1.1	-4.5	10.9	-5.7	4.5	6.2	5.8	-0.9
O=C(CSc1nnc(Cc2cc(=O)[nH]c(=O)[nH]2)n1-c1ccc(F)cc1)NC1CCCC1
→ 3.0	-0.4	3.7	-4.7	-1.3	6.8	-1.6	5.3	3.5
Cc1cc(C)cc(NS(=O)(=O)c2ccc(F)cc2)c1
→ -1.8	1.5	1.0	13.9	5.6	-2.6	9.3	4.0	9.3
CCOc1ccccc1C(=O)N[C@H](C(=O)OCc1cc(=O)oc2cc(C)ccc12)C(C)C
→ 1.9	2.5	2.5	23.3	1.6	-8.4	4.5	-4.3	3.4
CCOc1ccc(NC(=O)CSc2nnc(C(C)C)n2CC)cc1
→ 6.8	-2.8	0.9	-7.1	-2.0	-6.0	4.5	3.5	2.0
c1ccc2c(N3CCCCC3)nc(N3CCOCC3)nc2c1
→ 0.2	-1.8	5.1	0.6	7.4	10.0	9.7	2.5	1.9
COc1ccccc1CNC(=O)COC(=O)/C=C/c1ccc2c(c1)OCO2
→ 1.7	-2.1	·	-11.2	3.3	·	·	-1.1	·
CCN(CC)S(=O)(=O)c1cc(C(=O)OCC(=O)Nc2cccc(Br)c2)ccc1F
→ -7.7	-1.7	-33.5	0.3	14.7	-53.1	-9.4	-7.9	-46.9
COc1ccc(NC2CCCN(C(=O)c3cc(C)nc4cc(F)ccc34)C2)cc1 (centres undefined)
→ -1.7	-2.2	-0.4	2.0	-4.2	-4.5	-4.6	4.2	-1.1
CC(C)(C)NC(=O)CCN(/N=C/c1ccccc1O)C1=NS(=O)(=O)c2ccccc21
→ 1.2	-4.4	-0.7	-10.9	5.8	-13.4	-0.1	-0.5	0.0
Cc1cccc(NC(=S)NC(=O)c2ccc(Br)o2)c1
→ -1.8	-2.0	-0.1	-3.7	-0.8	2.5	10.6	3.7	2.6
O=C(NCCO)C(=O)c1c(-c2ccc(Cl)cc2)cc2ccccn12
→ 1.9	-9.0	-0.5	9.0	0.4	-0.8	6.4	2.6	-0.8
CCCn1cc(SCC(=O)Nc2ccc3c(c2)OCO3)c2ccccc21
→ -1.8	-5.5	3.2	-1.0	-3.8	-3.3	-7.1	-1.9	3.0
COc1cccc(OC(=O)CSc2nnc(-c3ccccc3Br)o2)c1
→ -1.8	6.1	-4.9	-0.4	5.1	7.0	0.0	2.5	1.3
O=S(=O)(c1ccc2c(c1)OCCO2)N1CCN(S(=O)(=O)c2ccccn2)CC1
→ 3.8	0.1	·	21.1	-2.9	·	·	3.6	·
CCc1ccc(OCC(=O)Nc2cccc3nsnc23)cc1
→ -3.0	0.8	5.6	-1.0	5.0	-5.4	6.5	-3.2	-121.5
Cc1cc2oc(=O)cc(C)c2cc1NC(=O)CCC(=O)O
→ -3.8	-1.1	-2.8	1.4	-2.7	-1.4	3.2	2.2	1.5
COC(=O)CCCCCN1C(=O)NC(c2ccc(-c3ccccc3)cc2)C(C(=O)OCc2ccccc2)=C1C (centres undefined)
→ ·	-4.3	-1.3	1.0	8.5	-2.1	5.8	·	4.0
CCOc1ccc(C(=O)NCC(C)NC(=O)c2ccc(OCC)cc2)cc1 (centres undefined)
→ 4.9	-2.3	0.3	-3.1	1.7	-1.3	27.4	2.0	-4.6

(listing goes on)
Results follow in this order: PAFAH1B2 inh	PAD4 FP inh	LYPLA1 inh	PREPL inhibitor	pPAFAH inh	LYPLA2 inh	GSTO1 counter	PAFAH1B3 inh	PME-1 primary
CCOC(=O)N1CCN(C(=O)/C(=C/c2ccc(F)cc2)NC(=O)c2ccccc2)CC1
→ -7.8	-0.5	3.5	10.2	1.0	5.7	9.1	10.3	7.8
CC(=O)N1CCc2cc(Br)cc(S(=O)(=O)NCCCN3CCC(C)CC3)c21
→ 1.1	-1.3	-0.5	1.5	2.4	-1.9	5.2	5.7	-3.9
Cc1ccc2nsnc2c1S(=O)(=O)N1CCCC1
→ -1.4	-2.0	-1.9	-11.4	1.4	-4.1	5.1	3.1	-0.6
COC(=O)c1c(C)oc(C)c1S(=O)(=O)N1CCCC1
→ 6.8	-2.6	1.7	-0.1	2.9	2.5	-6.5	8.9	3.5

Screens (PubChem BioAssay)

Not all compounds are listed; count on the stated rates, not on these rows.
